Screens from PubChem BioAssay.
PfM18AAP inh: PfM18AAP inhibitors, malaria aminopeptidase, primary screen, biochemical, QFRET, recombinant enzyme; inhibition, % at 7.35 µM; H-Glu-NHMec fluorogenic cleavage; M18 aspartyl aminopeptidase (Plasmodium falciparum 3D7); actives 1.2% (n = 290,000);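 active means inhibition above the campaign mean inhibition over all tested compounds plus 3 SD, cut at about 28% in these data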;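 further: 0% = plate median of test compound wells and 100% = 2 mM ZnCl2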
OXTR potentiate: human OXTR potentiators, primary screen, fluorescence, CHO-OTR cells, Fluo-8 calcium; Oxytocin receptor (Homo sapiens), P30559; Fluo-8 calcium fluorescence, potentiator mode; 0% = oxytocin EC15, 100% = EC100; activation, % at 3 µM; actives 0.061% (n = 320,000); AID 2445, 2010;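 active means activation above that plate's cutoff, the mean activation of tested compounds plus 3 SD, cut at about 6.6% in these data, passing the limit was not always enough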;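 further: 100% uses oxytocin at 75 nM as the full agonist control; some results filed as inactive read as strong as hits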
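Replication – single well per compound, singlicate · Assay system – CHO cell line stably expressing human OTR · Timing – 6 min pre-incubation, 100 s read · Measure – normalized max/min fluorescence ratio, % activation · Doses – 3.0 µM, one dose · Detection – Fluo-8 calcium dye fluorescence · Probe or stimulus – oxytocin near EC15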
MEKK2wt PB1 HTS: modulators of MEK5 binding to wildtype MEKK2, primary screen, biochemical, multiplex bead flow cytometry, Alexa488-MEK5. Alexa488-MEK5 binding to MEKK2 WT; actives lie on both sides. binding response (% of control), % at 10 µM. actives 1.1% (n = 290,000). AID 1531, 2009; in the data active means binding response below about 67% or above about 130%
OXTR ag: human OXTR agonists, primary screen, fluorescence, CHO-OTR cells, Fluo-8 calcium. activation, % at 3 µM. Fluo-8 calcium fluorescence; normalized: DMSO 0%, oxytocin 100%. actives 0.32% (n = 320,000). Oxytocin receptor (Homo sapiens), P30559;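 active means activation above the mean of all tested compounds plus 3 SD, cutoff set per screening run, cut at about 20% in these data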;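 further: peak over basal fluorescence ratio from a 100 s FLIPR kinetic read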
MEKK2mut PB1 HTS: MEK5 binding signal on mutant MEKK2 PB1, primary screen, biochemical, multiplex bead flow cytometry, Alexa488-MEK5; Alexa488-MEK5 binding to MEKK2 mutant; percent response, % at 10 µM; actives 0.35% (n = 290,000); AID 1530, 2009; in the data active means percent response above about 24%, passing the limit was not always enough; further: inactives centre near 1; some results filed as inactive read as strong as hits
NALP1 yeast inh: NALP1 inflammasome inhibitors in reconstituted yeast, colorimetric, S. cerevisiae, triplicate retest. actives 0.61% (n = 280,000). S. cerevisiae NALP1/ASC/caspase-1 growth, X-gal OD620, 72 h. AID 2071, 2009. inhibition, % at 10 µM; in the data active means inhibition mostly above about 24%, no sharp cut-off; inactive means mostly below about 32%; further: some compounds called inactive have numbers as strong as hits
GPR7 antag: GPR7 receptor antagonists, primary screen, cell-based, fluorescence, single concentration; AID 1861, 2009; GPR7-expressing cells, fluorescence antagonist assay; inhibition, % at 4.4 µM; Neuropeptides B/W receptor type 1 (Homo sapiens), P48145; actives 1.1% (n = 290,000); in the data active means inhibition above about 16%, passing the limit was not always enough;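 further: cells stimulated with the agonist NPW; 0% = agonist with vehicle and 100% = vehicle without agonist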
Target sequence (P48145 whole entry, looked up): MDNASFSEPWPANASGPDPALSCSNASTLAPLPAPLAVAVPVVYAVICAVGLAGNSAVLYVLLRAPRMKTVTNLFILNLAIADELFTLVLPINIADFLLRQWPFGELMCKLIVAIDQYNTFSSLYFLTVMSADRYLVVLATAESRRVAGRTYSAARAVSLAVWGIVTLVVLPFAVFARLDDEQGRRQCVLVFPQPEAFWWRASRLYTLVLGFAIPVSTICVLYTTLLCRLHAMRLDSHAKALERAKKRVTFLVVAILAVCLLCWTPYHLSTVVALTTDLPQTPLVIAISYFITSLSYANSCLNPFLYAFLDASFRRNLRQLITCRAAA
GalR3 antag: GalR3 antagonists in HEK293 cells, primary screen, cell-based, fluorescence readout; actives 0.44% (n = 360,000); HEK293 GalR3-CNG cAMP membrane potential fluorescence; galR3 body fused to GalR1 C-terminus; inhibition, % at 3 µM;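 active means inhibition above the screen-wide average plus 3 SD, cut at about 13% in these data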;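 further: forskolin and galanin both at EC90 stimulate the cells; cAMP rise reported by CNG channel membrane potential dye signal; 0% = forskolin plus galanin with DMSO and 100% = forskolin alone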
Target sequence (O60755 1-299 limits assumed): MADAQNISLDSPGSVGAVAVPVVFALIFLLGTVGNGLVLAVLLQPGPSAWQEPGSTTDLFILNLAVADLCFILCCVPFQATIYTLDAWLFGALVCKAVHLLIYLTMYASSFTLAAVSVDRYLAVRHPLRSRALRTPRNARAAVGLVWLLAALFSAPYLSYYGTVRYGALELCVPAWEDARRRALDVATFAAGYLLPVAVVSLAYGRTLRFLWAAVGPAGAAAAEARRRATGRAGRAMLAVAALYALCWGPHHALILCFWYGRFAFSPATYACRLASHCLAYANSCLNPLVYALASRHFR
V1aR counter: agonists of human V1a receptor, primary screen, counter-screen for OXTR agonist project, fluorescence, CHO-V1R cells | Fluo-8 calcium fluorescence, agonist mode; 0% DMSO, 100% 3 nM vasopressin | AID 2797, 2010 | Vasopressin V1a receptor (Homo sapiens), P37288 | activation, % at 3 µM | actives 0.25% (n = 320,000);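 active means activation above the mean activation of all tested compounds plus 3 SD, per screening run, cut at about 20% in these data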;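 further: signal is peak over basal fluorescence ratio across a 100 second FLIPR read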
Target sequence (P37288 whole entry, looked up): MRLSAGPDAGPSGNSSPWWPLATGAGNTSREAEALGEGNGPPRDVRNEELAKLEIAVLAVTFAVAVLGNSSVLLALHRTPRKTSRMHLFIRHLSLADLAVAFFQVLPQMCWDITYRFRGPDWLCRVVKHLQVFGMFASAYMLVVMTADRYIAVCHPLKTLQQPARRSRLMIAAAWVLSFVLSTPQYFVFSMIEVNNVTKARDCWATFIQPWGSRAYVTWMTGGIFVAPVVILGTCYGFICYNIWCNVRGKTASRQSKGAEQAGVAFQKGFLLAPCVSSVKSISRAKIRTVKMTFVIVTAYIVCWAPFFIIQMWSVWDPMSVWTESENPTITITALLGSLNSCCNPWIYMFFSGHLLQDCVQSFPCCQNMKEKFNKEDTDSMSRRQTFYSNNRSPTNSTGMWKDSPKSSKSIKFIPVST
Numbers without * were called inactive; nt = no result given; & = joins results of further samples. Compounds were not picked by outcome; about 4.1% have a hit in one of these screens.

smiles	PfM18AAP inh	OXTR potentiate	MEKK2wt PB1 HTS	OXTR ag	MEKK2mut PB1 HTS	NALP1 yeast inh	GPR7 antag	GalR3 antag	V1aR counter
CCOC(=O)C1CCCCN1Cc1cn(C)nc1-c1ccccc1F (stereo not drawn)	0	-2	96	-0.3	6	nt	-6	1	-1.1
O=C(CCl)Nc1sccc1C(=O)c1ccccc1	nt	4	nt	-2.8	nt	nt	nt	-3	-1.0
COc1cccc(-c2csc3nc[nH]c(=O)c23)c1	10	-4	94	-2.2	-6	-1	7	1	-0.1
Cc1ccc(C)c(OCc2cc(C(=O)N3CCc4sccc4C3)no2)c1	0	-7	102	-1.3	4	9	-17	1	-0.8
Cc1nn(CC(=O)Nc2ccc(N3CCOCC3)cc2)c(C)c1[N+](=O)[O-]	nt	-1	nt	1.1	nt	nt	nt	-7	0.1
O=C(C(Sc1ccccc1)c1ccccc1)N1CCN(c2ccccc2)CC1 (stereo not drawn)	-11	-12	97	-0.9	-2	35	3	-14	0.2
O=C(C1CCN(S(=O)(=O)c2ccccc2)CC1)N(CCc1ccccc1)Cc1ccco1	1	-11	105	-0.4	2	-28	-4	3	1.7
C/C(=N\Nc1nc2ccccc2[nH]1)c1ccc2c(c1)OCCO2	13	-5	124	0.3	11	-6	-22	1	0.1
Cc1ccc(-n2c(-c3ccccc3)c[n+]3c2CCc2ccccc2-3)c(C)c1	2	-1	103	-0.5	0	-34	64*	-7	0.1
C[C@H](CCC(=O)NCC(=O)O)[C@H]1CC[C@H]2[C@@H]3[C@H](O)C[C@@H]4C[C@H](O)CC[C@]4(C)[C@H]3C[C@H](O)[C@]12C	-4	-5&-4&-10	106	-1.0&-0.2&0.1	8	10	-14	nt	0.3&1.4&0.5
CCN(CC)S(=O)(=O)c1ccc(C(=O)NCc2n[nH]c(=S)n2-c2ccccc2OC)cc1	5	-1	110	-0.8	9	0	2	-1	-0.1
Nc1ccc(C(=O)N(CCO)CCO)cc1	2	-11	92	0.6	-7	6	2	3	1.0
Cn1cccc1C(=O)NNC(=O)COc1ccc(Br)cc1	nt	4	nt	-0.5	nt	nt	nt	-3	-0.1
Cc1ccc(-c2cc(C(=O)N3CCN(C(=O)c4ccco4)CC3)[nH]n2)cc1C	-4	-13	95	1.3	-1	10	1	-9	3.9
COc1ccc(S(=O)(=O)N2CCc3ccccc32)cc1C(=O)N1CCN(C=O)CC1	nt	-4	nt	-1.1	nt	nt	nt	-6	1.7
O=C(NC(Cc1ccccc1)C(=O)O)c1ccc(S(=O)(=O)N2CCCC2)cc1 (stereo not drawn)	3	-5	94	1.0	-6	nt	-13	-7	-0.3
Cc1ccc(S(=O)(=O)NC(CC(C)C)C(=O)Nc2ccncc2)cc1 (stereo not drawn)	nt	-2	nt	0.4	nt	nt	nt	-4	-0.2
C/C(Cn1nc([N+](=O)[O-])cc1C)=N\NC(=O)COc1ccc(Cl)cc1Cl	0	-4	83	-0.1	3	3	0	-3	1.1
Cc1ccc(NC(=O)c2ccn(C(=O)Nc3ccccc3)n2)c(C)c1	-1	-3	92	-1.2	-7	-1	-14	-6	0.8
O=C(c1cccc(C(=O)N2CCc3ccccc32)n1)N1CCc2ccccc21	1	-8	99	-1.2	3	-23	-3	-2	1.4
COCCNC(=O)c1cc2sc3ccccc3c2s1	-1	-3	94	1.4	-4	nt	-6	-9	2.0
COc1ccc(Nc2cc(C(=O)NCc3ccco3)c3ccccc3n2)cc1	-7	1	97	-1.1	-1	15	1	nt	0.2
O=C(Cn1nc(Cc2cccnc2)c2ccccc2c1=O)Nc1cc(F)ccc1F	-12	-2	75	0.0	-5	nt	6	-2	-0.5
COc1ccc2c(c1)CCNC2Cc1ccc(OC)c(O)c1 (stereo not drawn)	nt	5	96	1.6	-5	nt	nt	nt	0.7
CCOC(=O)c1ccc(NC(=S)N2CCN(CCN=CC3=C(O)CC(c4ccccc4)CC3=O)CC2)cc1 (stereo not drawn)	-5	-12	92	-2.0	-15	14	-8	-4	-1.5
CCOC(=O)c1c(NC(=S)NC(=O)c2ccco2)sc2c1CCCC2	7	-2	105	0.2	1	5	-6	-5	0.3
CC(=O)c1cccc(NS(=O)(=O)N2CCOCC2)c1	-1	nt	106	nt	1	0	8	6	nt
COc1cc(C(Nc2ccccn2)c2ccc3ccc(C)nc3c2O)cc(OC)c1O (stereo not drawn)	30*	-3	97	4.6	0	-10	-6	nt	1.8
CN(c1ccc(OC(=O)c2ccc(-n3cncn3)c([N+](=O)[O-])c2)cc1)S(=O)(=O)c1ccccc1	nt	-12	nt	14	nt	nt	nt	-6	11
CCCCN(C(=O)C1CC(=O)N(CCc2ccc(OC)c(OC)c2)C1)c1c(N)n(CCCC)c(=O)[nH]c1=O (stereo not drawn)	nt	0	nt	-0.1	nt	nt	nt	0	-1.0
O=C(O)CCCNC(=O)OCc1ccccc1	9	1	103	1.1	-1	0	-13	-5	-0.1
O=C(Nc1nccs1)C1CC(=O)N(c2ccccc2Cl)C1 (stereo not drawn)	-8	3	90	0.4	-5	21	-5	-4	1.0
COc1ccc(/C=C(\C#N)C(=O)NCc2ccccc2)cc1	10	-17	106	0.3	7	0	28	-4	0.6
COc1ccc(CN(C(=O)CCC(=O)Nc2cc(C)on2)C(C(=O)NC(C)(C)C)c2cccc(OC)c2OC)cc1 (stereo not drawn)	-9	-22	106	-1.6	5	-9	-2	-6	-1.1
Cc1ccc(-c2ccc(/C=N/NC(=S)Nc3ccccc3)o2)cc1[N+](=O)[O-]	0	-5	86	-0.9	0	-6	0	3	0.4
S=C(NCc1ccncc1)Nc1ccc(Br)cc1Cl	7	-7	113	3.7	8	5	-16	-4	7.0
CCOC(=O)Cn1c(=O)oc2cc(S(=O)(=O)NC(C)(C)CC)ccc21	-6	-2	100	2.1	9	nt	-2	-3	0.3
COCC(C)n1c(SCc2nc3ccccc3c(=O)[nH]2)nc2ccccc2c1=O (stereo not drawn)	-1	4	100	-0.4	-2	-10	-16	-4	-0.8
Cc1c(C)c2ccc(OCC(=O)N(C)C)c(C)c2oc1=O	1	-10	105	0.0	1	9	-10	-3	3.2
Cc1ncsc1CCOC(=O)c1ccc(Cl)cc1	-1	-4	87	-0.7	5	8	2	-5	0.7
Cc1ccc(OP(=O)(Nc2c(C)n(C)n(-c3ccccc3)c2=O)Oc2ccc(C)cc2)cc1	-9	-4	102	2.5	-3	24	3	-6	3.7
CC1CN(C(=O)/C(C#N)=C2\N=C(NC(=O)c3ccc(F)cc3)c3ccccc32)CC(C)O1 (stereo not drawn)	-7	2	91	-1.3	-15	15	1	-2	-0.1
COCc1[nH]nc2c1C(c1ccc(OC)c(OC)c1)C(C#N)=C(N)O2 (stereo not drawn)	7	-9	109	0.3	4	-6	-9	-5	0.2
O=C(COC(=O)C1CC2C=CC1C2)Nc1cccc(S(=O)(=O)N2CCCCCC2)c1 (stereo not drawn)	-2	-18	116	7.9	6	20	-9	-4	9.2
CCC(=O)c1cn([C@H](CCC(OC)OC)CC(=O)OC(C)(C)C)cc1CC	nt	-5	nt	-2.2	nt	nt	nt	-8	-0.7
NC(=O)C1CCN(C2CC(=O)N(c3ccc(F)c(Cl)c3)C2=O)CC1 (stereo not drawn)	0	-8	109	0.4	8	2	0	-2	0.9
O=C(Nc1cccnc1Cl)c1ccc(S(=O)(=O)N2CCCCCC2)cc1	2	-6	nt	1.2	nt	14	-3	-6	0.9
O=C(Nc1ccc2nc(N3CCOCC3)sc2c1)c1ccc(F)cc1	nt	-2	nt	0.2	nt	nt	nt	1	0.5
CC1CCCCC12NC(=O)N(CC(=O)NCC(=O)Nc1ccc(F)c(F)c1F)C2=O (stereo not drawn)	nt	5	nt	0.2	nt	nt	nt	-6	0.6
Cc1nonc1NC(=O)CSc1nc2ccccc2o1	3	-5	95	1.1	-1	-3	0	-11	1.5

Later entries.
smiles	PfM18AAP inh	OXTR potentiate	MEKK2wt PB1 HTS	OXTR ag	MEKK2mut PB1 HTS	NALP1 yeast inh	GPR7 antag	GalR3 antag	V1aR counter
O=C(COC(=O)CCSc1ccc(F)cc1)NCc1ccc(F)cc1	nt	-6	nt	-0.4	nt	nt	nt	-5	-0.8
CC(=O)c1sc2nsc(SCCN3CCCC3)c2c1N	32*	-3	109	2.8	3	8	-9	-4	9.1
Cc1ccc(SCc2noc(-c3c(C)noc3C)n2)cc1	1	-2	103	-1.9	9	nt	-17	-6	0.0
C(=N\N1CCN(c2ccccn2)CC1)/c1cccc2ccccc12	0	-1	100	-1.8	0	2	-12	-5	-0.4
Cc1noc(C)c1NC(=O)N(C)C[C@H]1Oc2c(NS(=O)(=O)c3cn(C)cn3)cccc2C(=O)N([C@H](C)CO)C[C@@H]1C	nt	4	nt	0.7	nt	nt	nt	-3	1.5
Cc1ccc(S(=O)(=O)Nc2ccc3ccccc3n2)cc1	-2	-9	90	0.0	-11	4	-14	-3	0.5
CCCCn1c(N)c(N(CCOC)C(=O)CC(NC(=O)c2ccccc2)c2ccccc2)c(=O)[nH]c1=O (stereo not drawn)	nt	2	nt	-1.3	nt	nt	nt	-2	-0.7
O=S(=O)(c1cc(Br)ccc1Br)N1CCCCCC1	5	-6	103	-1.5	-1	0	-4	-9	-1.0
Cc1onc(-c2c(F)cccc2Cl)c1C(=O)NCCc1ccc(S(N)(=O)=O)cc1	2	-4	86	1.6	-4	31	-12	nt	2.2
Cc1c(CCC(=O)N[C@@H](CC(C)C)C(=O)O)c(=O)oc2cc3oc4c(c3cc12)CCCC4	2	-7	110	-0.9	7	4	-1	-12	0.5
Cc1cc(OCC(=O)N(C)Cc2ccccc2)cc(C)c1Cl	-3	-1	105	-2.6	13	14	0	-3	-1.1
CN1C(=O)NC(c2ccccc2)C2=C1CN(c1cccc(C(F)(F)F)c1)C2=O (stereo not drawn)	-6	-10	97	1.6	1	-1	-2	-1	2.3
COc1c(C)cc(C(=O)C2CCCN(C(=O)CCc3scnc3C)C2)cc1C (stereo not drawn)	13	1	101	1.9	0	-10	-20	-2	2.6

Entries of single compounds, looked up by structure. Screens in order: PfM18AAP inh	OXTR potentiate	MEKK2wt PB1 HTS	OXTR ag	MEKK2mut PB1 HTS	NALP1 yeast inh	GPR7 antag	GalR3 antag	V1aR counter
`C(=N\N1CCN(c2ccccn2)CC1)/c1cccc2ccccc12` in the list: 0	-1	100	-1.8	0	2	-12	-5	-0.4
`CCCCn1c(N)c(N(CCOC)C(=O)CC(NC(=O)c2ccccc2)c2ccccc2)c(=O)[nH]c1=O` (stereo not drawn) in the list: nt	2	nt	-1.3	nt	nt	nt	-2	-0.7
